H9c2 TAG inh = triacylglycerol accumulation inhibition | H9c2 cells, Nile Red lipid (TAG) fluorescence; cells loaded with 200 µM oleic acid | inhibition, % at 12.5 µM | 230,000 tested, 0.66% active | AID 651582;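 active means pattern-corrected inhibition of lipid staining of at least 50% with the nuclear-stain viability signal not falling by more than 50%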;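 further: 0% = DMSO wells and 100% = triacsin C control wells; some results filed as inactive read as strong as hits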
H9c2 TAG inh DAPI viability = second read-out of H9c2 TAG inh, no call of its own (marks repeat the call); DAPI nuclei signal change (viability), lower = more cytotoxic, %;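 whole-well DAPI fluorescence read on a plate reader as a viability signal; minus 50 percent equals half of cells still viable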
* marks the source's active call; other numbers are inactive results. Only part of the results is shown, so the mix of outcomes need not match the whole.

The line under a structure holds: H9c2 TAG inh	H9c2 TAG inh DAPI viability
CCOC(=O)c1ccc[n+](CC(=O)c2ccccc2)c1
 : 12	-2
COc1cccc(CNC(=O)c2ccc3nc[nH]c3c2)c1
 : -24	33
CCOC(=O)CSc1nnc(CNc2ccccc2Cl)n1-c1ccccc1
 : -7	1
COc1ccc(N)cc1NC(=O)CN1CCOCC1
 : -23	0
O=C(COC(=O)c1ccc([N+](=O)[O-])o1)NCc1ccc(F)cc1
 : 19	-8
O=C(NC1CCCCC1)C(c1ccncc1)N(Cc1ccccc1)C(=O)c1ccc(-c2ccccc2)[nH]1 (stereo not given)
 : 29	-21
CC(C(=O)c1ccccc1)[n+]1cccc(C(N)=O)c1 (stereo not given)
 : -8	-11
O=C1C=C(c2cc3ccccc3s2)C[C@@H](c2ccc(F)cc2)C1
 : -11	2
CCOC(=O)c1ccc(NCCOC)c([N+](=O)[O-])c1
 : -13	3
CCOc1ccccc1N1CCN(C(=O)c2ccccc2)CC1
 : -5	-5
Cc1cc([N+](=O)[O-])c(N2CCC[C@@H]2C(=O)O)c([N+](=O)[O-])c1
 : 12	-6
CC(=O)NC1(C(F)(F)F)C(=O)Nc2c1c(=O)[nH]c(=O)n2Cc1ccco1 (stereo not given)
 : 5	8
COc1cccc(CNc2nc3cc(-c4cscc4C)sc3c(=O)n2C)c1
 : -4	2
Cc1ccc(NC(=O)COc2ccccc2C(=O)NCCc2ccccc2)cc1
 : -20	-8
COc1ccc(N2CCN(C(=O)Nc3cccc(C(F)(F)F)c3)CC2)cc1
 : 36	-22

Next section.
The line under a structure holds: H9c2 TAG inh	H9c2 TAG inh DAPI viability
CCOc1ccc2oc(C(=O)N(Cc3nnc(-c4ccccc4Cl)o3)C3CC3)c(C)c2c1
 : 6	5
COc1cccc(/C=C/C(=O)OCC(=O)N2CCCC2)c1OC
 : 0	-3
Nc1sc(-c2ccccc2)n[n+]1Cc1cccc2cccnc12
 : -27	2
Cc1ccc2nc(SCC(=O)Nc3cc(C(F)(F)F)ccc3N3CCOCC3)[nH]c2c1
 : 46	-24
N#CCCN(C(=S)Nc1ccc(S(=O)(=O)N2CCOCC2)cc1)c1ccccc1F
 : 7	8
CC1(C(=O)NCc2cccc(Cl)c2)Cc2c(-c3ccccc3)ccnc2O1 (stereo not given)
 : 1	3
CN(Cc1c(C(=O)N/N=C/c2ccccc2O)nnn1-c1nonc1N)C1CCCCC1
 : 12	-28
Cc1ccccc1CSc1nc2ccccc2c(=O)n1C
 : -54	3
CN(C)c1ccc(C(=O)OCC(=O)c2ccc[nH]2)cc1
 : -11	-3
COc1ccc(OC)c(/C=C/c2[nH]c(=O)[nH]c(=O)c2[N+](=O)[O-])c1
 : -4	9
S=c1[nH]nc(-c2cccc(Br)c2)o1
 : 13	-2
CCn1cnc2cc(NC(=O)c3cccs3)ccc21
 : 3	1
Cc1cc(CN(C)C(=O)c2ccc(OC3CCN(CCc4ccccc4)CC3)cc2)on1
 : 12	-1
Nc1ncnc(Nc2ccccc2C(F)(F)F)n1
 : 2	-11
O=C(CCc1nc(-c2ccccc2)no1)NC1CCCCCC1
 : 9	2

Later entries:
The line under a structure holds: H9c2 TAG inh	H9c2 TAG inh DAPI viability
Cc1cc(N2CCOCC2)ccc1/C=C\[N+](=O)[O-]
 : 10	-2
CC(=O)c1cccc(NS(=O)(=O)c2ccc(NC(=O)N3CCCCC3)cc2)c1
 : -35	1
COc1ccc(-c2noc(CCC(=O)NCC3CCN(Cc4cccc(C)c4)CC3)n2)cc1
 : 15	-13
COc1ccc2cc(CN(CC3CCCO3)C(=O)Nc3ccccc3OC)c(=O)[nH]c2c1 (stereo not given)
 : 10	-10
CCCCn1c(N)c(N(CC(C)C)C(=O)c2cc(-c3ccco3)nc3ccccc23)c(=O)[nH]c1=O
 : 7	-12
COCCCNC(=O)Cn1cc(C(=O)C2CC2)c2ccccc21
 : -2	-1
Cc1ccc(S(=O)(=O)NCC(=O)OCC(=O)N2C(C)CCCC2C)cc1 (stereo not given)
 : -5	-4
CCOC(=O)c1c(NC(=O)CN2CCC(C)CC2)sc(C)c1C
 : -13	10
C[C@H](CO)N1C[C@H](C)[C@@H](CN(C)C(=O)c2cccc(F)c2)Oc2cc(-c3cncnc3)ccc2S1(=O)=O
 : 6	-8
CC1(Cc2ccccc2C#N)C(=O)Nc2ccc(OC(F)(F)F)cc21 (stereo not given)
 : 1	-21
O=C(NCc1ccco1)C1CCN(c2ccc(S(=O)(=O)N3CCOCC3)cc2[N+](=O)[O-])CC1
 : -18	-1
N#CCC(=O)Nc1ccc(C(=O)OCC(=O)c2ccc3c(c2)OCCO3)cc1
 : -19	-4
Cc1cc(=O)n2[nH]c(C)c(-c3ccccc3)c2n1
 : -2	-4
Cc1ccc(N(C)S(=O)(=O)c2cccc(C(=O)NCCCN3CCCC3=O)c2)cc1
 : 4	-12
Cc1ccc(NC(NC(=O)c2cccs2)C(Cl)(Cl)Cl)cc1C (stereo not given)
 : 6	0

Carrying on.
The line under a structure holds: H9c2 TAG inh	H9c2 TAG inh DAPI viability
CC(=O)c1ccc(OCC(O)CN(C)Cc2cccs2)cc1 (stereo not given)
 : 5	-12
CN(CCCNC(=O)CCC(=O)N1CCOc2ccc(Cl)cc21)Cc1ccccc1
 : 5	7
COc1cc(C(=O)O/N=C2\CCCc3c2ccc(OC)c3[N+](=O)[O-])cc(OC)c1OC
 : 9	4
CCCCn1c(N)c(N(CCOC)C(=O)c2ccc3c(c2)C(=O)N(c2ccccc2C)C3=O)c(=O)[nH]c1=O
 : 7	-1
Cc1ccc(-c2nc3cnccn3c2Nc2c(C)cccc2C)o1
 : -7	14
N#Cc1ccc2c(c1)NC(=O)C1CCCN21 (stereo not given)
 : 16	-8
O=C(N/N=C1\CC(c2ccccc2)Oc2ccccc21)c1ccccn1 (stereo not given)
 : 7	-6
CCOC(=O)C1=C(C)Nc2ccccc2N/C1=N\S(=O)(=O)c1ccccc1
 : 14	-11
Cc1cc(C)c(C)c(S(=O)(=O)N2CCN(CC(=O)NC(=O)NCc3ccccc3)CC2)c1C
 : -1	1
CCC(=O)c1ccc(N2CCN(C(=O)c3ccccc3Br)CC2)c(F)c1
 : -1	-5
CCc1nc2c(OCc3ccc(C(F)(F)F)cc3)cccn2c1N(C)C(C)=O
 : 3	-4
CCOc1cc(NC(=S)NCCCN2CCOCC2)c(OCC)cc1NC(=O)c1ccc(OC)cc1
 : 13	6
Cc1ccc(S(=O)(=O)N/N=C/c2cn(C)nc2C)cc1
 : -4	3
CCn1c(C)nc2cc(C(=O)NNC(=S)Nc3ccc(Cl)cc3Cl)ccc21
 : 6	-4
CC(OC(=O)CCCc1c[nH]c2ccccc12)C(=O)Nc1ccc(S(N)(=O)=O)cc1 (stereo not given)
 : -18	-6

Entries listed so far with a cyano group (four):
The line under a structure holds: H9c2 TAG inh	H9c2 TAG inh DAPI viability
N#CCCN(C(=S)Nc1ccc(S(=O)(=O)N2CCOCC2)cc1)c1ccccc1F
 : 7	8
CC1(Cc2ccccc2C#N)C(=O)Nc2ccc(OC(F)(F)F)cc21 (stereo not given)
 : 1	-21
N#CCC(=O)Nc1ccc(C(=O)OCC(=O)c2ccc3c(c2)OCCO3)cc1
 : -19	-4
N#Cc1ccc2c(c1)NC(=O)C1CCCN21 (stereo not given)
 : 16	-8

Remaining list, next part.
The line under a structure holds: H9c2 TAG inh	H9c2 TAG inh DAPI viability
CC1(C)O[C@H]2CC(=O)OC[C@]23[C@H]2CC[C@@]4(C)[C@H](c5ccoc5)OC(=O)[C@H]5O[C@]54[C@]2(C)[C@@H](O)C[C@@H]13
 : 4	-3
COc1ccc(C2=NOC(Cn3nc(C(=O)NCc4ccccc4OC)cc3-c3ccccc3)C2)cc1 (stereo not given)
 : -15	-9
O=C(Nc1nc2ccccc2[nH]1)c1ccccc1
 : -4	-4
CCOC(=O)NC1CCS(=O)(=O)C1 (stereo not given)
 : 2	4
CN(Cc1ccccc1)CC(O)COc1ccc(CNCc2ccc(Cl)s2)cc1 (stereo not given)
 : 2	47
CCOC(=O)N1CCN(C(=O)CNC(=O)C23CC4CC(CC(C4)C2)C3)CC1
 : 16	5
COc1ccccc1-c1cnc(C(O)c2ccc(Cl)c(Cl)c2)[nH]1 (stereo not given)
 : -8	5
CCn1nnnc1SCC(=O)Nc1ccc2c(c1)OCO2
 : -10	8
CCCCN(C(C)=O)c1ccc2c(c1)C1CC2CCN1Cc1ccccc1 (stereo not given)
 : 2	13
CCCN(C(=O)CCSc1ccc(F)cc1)c1c(N)n(Cc2ccccc2)c(=O)[nH]c1=O
 : -1	-3
CN(CC(=O)Nc1c(Cl)cccc1Cl)C(=O)C1CC(=O)N(Cc2ccccc2)C1 (stereo not given)
 : -9	6
CCn1nnnc1SCC(=O)N1CCCc2ccccc21
 : 13	-8
O=C1c2ccccc2-c2onc3ccc(N4CCCC4)c1c23
 : 11	0
Cc1nnc2n(-c3ccccc3)c(=O)c3ccccc3n12
 : 6	-2
Cc1cc([N+](=O)[O-])nn1Cc1ccc(F)cc1
 : -10	8

New compounds follow:
The line under a structure holds: H9c2 TAG inh	H9c2 TAG inh DAPI viability
CCC(C)(C)C1CCc2[nH]nc(C(=O)NCC3CC3)c2C1 (stereo not given)
 : -4	8
Cc1c(C(=O)NCc2cccc(Cl)c2)sc(=O)n1Cc1ccc(C(=O)N(C)C)cc1
 : -8	-3
Cn1cnnc1Sc1ccc(C(=O)NCCC(c2ccccc2)c2ccccc2)cc1[N+](=O)[O-]
 : 4	-2
CCCN(Cc1cc2cc(C)ccc2[nH]c1=O)C(=O)c1cccc([N+](=O)[O-])c1
 : 17	-2
C[C@H]1CN([C@@H](C)CO)C(=O)c2cccc(NC(=O)C3CC3)c2O[C@H]1CN(C)Cc1ccc(-c2ccccc2)cc1
 : 3	-3
Cc1cccc(NC(=O)CN(C)S(=O)(=O)c2cnc[nH]2)c1C
 : -2	-1
Cc1ccc(NC(=O)c2ccc(-n3cccn3)c([N+](=O)[O-])c2)cc1
 : 12	-6
COc1cccc(C(=O)Nc2cccc(C(=O)N3CCOCC3)c2)c1
 : 18	11
Cc1cc(C(=O)N2CCCC(N3CCN(c4cccc(Cl)c4)CC3)C2)n(C)n1 (stereo not given)
 : -3	2
O=C(COC(=O)/C=C/c1cccc(F)c1)NCc1ccc2c(c1)OCO2
 : 0	4
COc1ccc(NC(=O)n2nc(OC(=O)c3cccs3)cc2N)cc1
 : -1	-10
CCOC(=O)CSc1ccc2nnc(-c3cccnc3)n2n1
 : 0	2
COc1cccc(CN2CCC2(C)C(=O)Nc2cccc(Oc3ccccc3)c2)c1F (stereo not given)
 : 27	-32
Cc1cccc(N=N/C(=C\O)C(=O)c2ccc(Br)cc2)c1
 : -9	0
Cc1cc(NC(=O)C2CCCC2)nc2c1c(=O)oc1ccccc12
 : 22	6

(further entries)
The line under a structure holds: H9c2 TAG inh	H9c2 TAG inh DAPI viability
O=C(CSc1nc2ccccc2[nH]1)Nc1ccc2[nH]c(=O)[nH]c2c1
 : -9	2
Cc1cc(C)c(NC(=O)CNC(=O)c2cc(C3CC3)nc3c2cnn3C(C)C)c(C)c1
 : 60	-57
CCOC(=O)c1cccc(NC(=O)CCS(=O)(=O)c2ccc(Br)s2)c1
 : 25	-15
COC(=O)c1oc(-c2ccccc2)nc1C
 : -11	7
O=C(O)/C=C/C(=O)Nc1ccc2nccnc2c1
 : 36	-9
COc1ccc(CNC(=O)c2ccc(-c3cccnc3)c3ccoc23)cc1OC
 : 6	8
c1ccc2c(c1)-c1nc3ccccc3cc1C2N1CCCCC1 (stereo not given)
 : 1	-3
CC1CCN(S(=O)(=O)c2ccc(C(=O)Nc3nnc(-c4ccccn4)o3)cc2)CC1
 : 2	10
COC(=O)[C@H](CO)NS(=O)(=O)c1ccc(C)cc1
 : 0	-3
COc1cc(NC(=O)CSc2nccc(=O)[nH]2)c(C)cc1[N+](=O)[O-]
 : 2	4
COc1ccc2c(c1)C1=C(CC2)C(c2ccc(C)cc2)NC(=S)N1 (stereo not given)
 : -83	6
Cc1nn(-c2ccccc2)c2sc(C(=O)NNC(=O)COc3cccc4ccccc34)cc12
 : 1	3
Cc1ccc(NS(=O)(=O)c2cc(NC(=O)c3ccc4c(c3)NC(=O)CS4)ccc2Cl)c(C)c1
 : 11	-1
CC(=O)c1ccc(S(=O)(=O)N2CCN(C(=O)c3ccc(-n4nc(C)c(Cl)c4C)cc3)CC2)cc1
 : -28	-1
COc1ccc(C2C(C#N)=C(SCC(=O)Nc3ccc(C)cc3)NC3=C2C(=O)CC(C)(C)C3)cc1 (stereo not given)
 : -7	11

Next entries:
The line under a structure holds: H9c2 TAG inh	H9c2 TAG inh DAPI viability
NS(=O)(=O)c1ccc(CCNC(=O)CNS(=O)(=O)c2cccc(Br)c2)cc1
 : -1	-4
O=C(NCC(=O)N1CCN(c2ccccn2)CC1)c1ccc(Br)o1
 : 5	0
Cc1nnc(SCC(=O)NC2CC2)n1CC1CCCO1 (stereo not given)
 : -2	3
CCN(CC1COc2ccccc2O1)C(=O)CN1C(=O)NC(C)(c2ccc(C)cc2)C1=O (stereo not given)
 : 24	-4
C=CCON1C(=O)c2ccccc2C1=O
 : -10	3
Clc1cccc(C[n+]2cc(-c3ccccc3)n3c2CCC3)c1
 : -21	6
O=C(CN(C(=O)Cn1nnc(-c2ccc(F)cc2)n1)c1cnc2ccccc2c1)NCC1CCCO1 (stereo not given)
 : 5	-6
O=C(c1ccc(Cl)c(S(=O)(=O)N2CCCCCC2)c1)N1CCN(c2ccc(O)cc2)CC1
 : 13	1
COc1cccc(CNC(=O)N[C@@H](C)C(=O)O)c1
 : 6	-6
O=C(c1cc2ccccc2oc1=O)N(Cc1cccs1)Cc1cccs1
 : -15	14
COc1ccc(C(=O)/C=C/c2cccs2)c(OC(=O)c2cccc([N+](=O)[O-])c2)c1
 : 11	-2
COc1ccc(/C=C2\SC(=NCc3ccccc3)N(Cc3ccccc3)C2=O)cc1OC
 : 4	5
O=C(c1ccc2c(c1)OCO2)C1CCCN(C2CCN(CCc3ccccc3)CC2)C1 (stereo not given)
 : 5	41
Nc1ccc2c(c1)C(=O)c1ccccc1C2=O
 : -6	4

Source: PubChem (Sanford-Burnham Center for Chemical Genomics)
